Bioassay records from PubChem BioAssay.
C diff HTS – C. difficile growth inhibitors, primary screen, HTS; Clostridium difficile clinical isolate growth, OD600, 24 h; stronger effect = lower value; growth activity, negative = inhibition, % at 16 µg/mL (by protocol); actives 0.25% (n = 86,000); AID 1259249, 2017;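 active = mean growth activity at or below -80% and every replicate also at or below -80%; inconclusive = mean at or below -80% but some replicate above -80%; inactive = mean growth activity above -80%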;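 also: 0% = DMSO wells and -100% = levofloxacin 16 µg/mL wells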
T cruzi growth – T. cruzi intracellular proliferation inhibitors, primary screen, cell-based, beta-gal Tulahuen parasites, NIH3T3 host, luminescence | T. cruzi beta-gal in NIH3T3, GalScreen luminescence, 90 h | inhibition, % at 8.34 µM | actives 5.9% (n = 77,000) | AID 624255, 2012;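 active = mean inhibition above about 93%, with at least 55% of replicates each passing it, limit read from the data, passing the limit was not always enough; inconclusive = only one of those two conditions holds; inactive = neither condition holds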
KDM4C inh – inhibitors of GASC-1 (KDM4C) histone demethylase, primary screen, biochemical, single concentration HTS. Lysine-specific demethylase 4C (Homo sapiens), Q9H3R0. GST-KDM4C 2-372, H3K9me3 peptide, LANCE TR-FRET. inhibition, % at 12.5 µM. actives 0.15% (n = 96,000). AID 720574, 2013;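 active = mean replicate inhibition above about 25%, with at least 55% of replicates also reaching it, limit read from the data, passing the limit was not always enough; inconclusive = only one of those two conditions met; inactive = neither condition met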
Target sequence (Q9H3R0 2-372 limits assumed): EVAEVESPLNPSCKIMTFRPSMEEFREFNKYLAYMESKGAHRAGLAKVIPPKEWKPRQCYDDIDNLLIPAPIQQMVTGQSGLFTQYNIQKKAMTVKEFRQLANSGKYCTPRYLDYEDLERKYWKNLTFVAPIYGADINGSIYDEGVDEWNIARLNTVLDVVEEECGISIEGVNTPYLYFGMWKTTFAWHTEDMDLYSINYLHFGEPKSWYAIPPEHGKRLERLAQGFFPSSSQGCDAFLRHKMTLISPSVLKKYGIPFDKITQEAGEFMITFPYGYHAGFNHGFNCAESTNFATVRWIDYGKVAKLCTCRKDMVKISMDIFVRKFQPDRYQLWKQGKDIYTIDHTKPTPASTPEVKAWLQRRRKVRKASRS
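Material: N-terminal GST-fused human GASC-1 (KDM4C) fragment, residues 2-372. Input: 10 nM enzyme. Incubation: enzyme reaction 30 min, then detection 60 min, both room temperature. Doses: one test concentration per compound. Read-out basis: inhibition from TR-FRET ratio decrease. Detection: LANCE TR-FRET, excitation 340 nm, emissions 618 and 671 nm.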
Pf Dd2 inh – P. falciparum Dd2 growth inhibitors, primary screen, SYBR Green fluorescence, single dose replicates; 72 h; stronger effect = lower value; activity change, % at 10 µM; actives 2.3% (n = 94,000); AID 1159554, 2015; in the data active = activity change below about -80%; inconclusive = no clear call, values can overlap the other calls
Active calls of the source: *; u = inconclusive; x = not tested or not shown; & = joins results of further samples.

SMILES	C diff HTS	T cruzi growth	KDM4C inh	Pf Dd2 inh
Cc1ccccc1S(=O)(=O)N1CC[C@@H]2[C@H](CO)Nc3ccc(-c4ccc(C#N)cc4)cc3[C@@H]21	-3	u	-4.8	-20
COc1ccc2c3c([nH]c2c1)[C@H](CO)N(C(=O)Nc1ccc(F)cc1)CC31CCN(C(=O)c2ccccc2F)CC1	-5	x	-0.8	-75
CCC(=O)N1CC2(CN(C(=O)Nc3ccccc3F)C2)c2c([nH]c3cc(OC)ccc23)[C@@H]1CO	-3	x	-1.4	-47
CCCNC(=O)N1CC2(CN(S(=O)(=O)CC)C2)c2c([nH]c3cc(OC)ccc23)[C@@H]1CO	-9	x	0.3	22
C[C@H]1CN([C@@H](C)CO)C(=O)c2c(c3ccccc3n2C)-c2ccccc2CO[C@@H]1CN(C)S(=O)(=O)c1cn(C)cn1	2	65	0.0	-21
CC(C)CC#Cc1cnc2c(c1)C(=O)N([C@H](C)CO)C[C@@H](C)[C@@H](CN(C)C(=O)Cc1cccnc1)O2	x	5	-2.1	20
COc1ccc(-c2ccc3c(c2)O[C@H](CN(C)C(=O)Nc2ccccc2F)[C@@H](C)CN([C@@H](C)CO)S3(=O)=O)cc1	-6	98*	-2.1	-70
CCNC(=O)C[C@H]1CC[C@H]2[C@H](COc3ccc(NC(=O)Nc4ccccc4F)cc3C(=O)N2C)O1	7	24	-0.6	6
C[C@@H]1CCCCO[C@H](CN(C)C(=O)Nc2ccc(F)cc2)[C@H](C)CN([C@@H](C)CO)C(=O)c2cc(NC(=O)Nc3ccc4c(c3)OCO4)ccc2O1	2	77	-0.5	9
C[C@@H]1CN([C@@H](C)CO)C(=O)c2cc(NC(=O)Nc3cccc4ccccc34)ccc2O[C@@H]1CN(C)S(=O)(=O)c1ccccc1	-1	15	-4.2	-22
COc1ccc(-c2ccc3n(c2=O)C[C@H]2[C@H](CO)[C@@H](C(=O)NC4CCC4)N(S(C)(=O)=O)[C@@H]32)cc1	-1	19	-0.1	x
O=C(C[C@@H]1C[C@H]2c3cc(NC(=O)NC4CCCC4)ccc3O[C@H]2[C@@H](CO)O1)NCc1ccc(-c2ccccc2)cc1	6	85	0.5	7
C[C@H]1CCCCO[C@H](CN(C)Cc2ccc(C(F)(F)F)cc2)[C@@H](C)CN([C@@H](C)CO)C(=O)c2cc(NC(=O)c3ccncc3)ccc2O1	6	98*	-0.3	-61
C[C@@H]1CN([C@H](C)CO)C(=O)c2cc(-c3cncnc3)cnc2O[C@@H]1CN(C)Cc1ccc(F)cc1	-4	28	1.6	26
O=C1CN(Cc2ccc(F)cc2)C[C@@H]2[C@@H](c3ccc(-c4cccnc4)cc3)[C@@H](CO)N12	-4	x	4.5	6
CNC[C@@H]1Oc2ncc(C#CCN(C)C)cc2C(=O)N([C@H](C)CO)C[C@@H]1C	0	x	x	23
O=C(C1CC1)N1CC(=O)N2[C@H](CO)[C@H](c3ccc(C#Cc4cccc(F)c4)cc3)[C@H]2C1	-11	x	-0.8	-48
CN1C(=O)c2cc(NC(=O)Cc3ccccc3)ccc2OC[C@H]2O[C@H](CC(=O)O)CC[C@@H]21	10	13	1.3	8
Cc1ccc(S(=O)(=O)Nc2cccc3c2O[C@@H](CN(C)Cc2ccc(Cl)c(Cl)c2)[C@@H](C)CN([C@@H](C)CO)C3=O)cc1	x	72	1.8	-6
COCC(=O)Nc1ccc2c(c1)C(=O)N(C)C[C@H](OC)[C@H](C)CN(Cc1ccccc1F)[C@@H](C)CO2	x	53	-0.5	-73
COc1ccc(NC(=O)N(C)C[C@H]2Oc3ccc(NS(=O)(=O)c4cccs4)cc3C(=O)N([C@@H](C)CO)C[C@@H]2C)cc1	x	28	-0.7	3
C[C@@H]1CCCCO[C@H](CN(C)S(=O)(=O)c2ccccc2)[C@@H](C)CN([C@@H](C)CO)C(=O)c2cc(NS(=O)(=O)c3cn(C)cn3)ccc2O1	2	-9	0.1	-11
CCC(=O)N(C)C[C@@H]1Oc2cc(-c3ccccc3OC)ccc2S(=O)(=O)N([C@@H](C)CO)C[C@H]1C	-12	40	-1.3	-12
C[C@@H]1CN([C@@H](C)CO)C(=O)CCCn2cc(nn2)CO[C@H]1CN(C)CC1CC1	x	-58	0.1	5
C[C@H]1CN([C@@H](C)CO)C(=O)c2c(c3ccccc3n2C)-c2ccccc2CO[C@H]1CN(C)C(=O)Nc1cccc(C(F)(F)F)c1	13	x	-4.6	-68

Quoted from the listing.
CNC[C@@H]1Oc2ncc(C#CCN(C)C)cc2C(=O)N([C@H](C)CO)C[C@@H]1C @ Pf Dd2 inh: 23
CCNC(=O)C[C@H]1CC[C@H]2[C@H](COc3ccc(NC(=O)Nc4ccccc4F)cc3C(=O)N2C)O1 @ C diff HTS: 7

3 of the entries above in order of the KDM4C inh value, rising:
molecule	KDM4C inh
CCC(=O)N(C)C[C@@H]1Oc2cc(-c3ccccc3OC)ccc2S(=O)(=O)N([C@@H](C)CO)C[C@H]1C	-1.3
COc1ccc(-c2ccc3n(c2=O)C[C@H]2[C@H](CO)[C@@H](C(=O)NC4CCC4)N(S(C)(=O)=O)[C@@H]32)cc1	-0.1
CCCNC(=O)N1CC2(CN(S(=O)(=O)CC)C2)c2c([nH]c3cc(OC)ccc23)[C@@H]1CO	0.3

Next part
SMILES	C diff HTS	T cruzi growth	KDM4C inh	Pf Dd2 inh
CC=Cc1ccc2n(c1=O)C[C@@H]1[C@@H](CO)[C@H](C(=O)NCC3CC3)[C@H]2N1C(=O)CC (mixture of isomers)	-5	-15	-0.7	14
C[C@H]1CN([C@@H](C)CO)C(=O)CCCn2nncc2CO[C@@H]1CN(C)C(=O)c1cc(-c2ccccc2)on1	4	-19	1.0	-9
COc1ccc(NC(=O)Nc2cccc3c2O[C@@H](CN(C)C(=O)Nc2ccccc2)[C@H](C)CN([C@H](C)CO)C3=O)cc1	1	3	-4.4	3
CS(=O)(=O)N1C[C@@H](O)COC[C@@H]2O[C@H](CC(=O)NCc3ccc(-c4ccccc4)cc3)CC[C@H]21	x	46	-0.6	-5
CC(C)NC(=O)Nc1cccc2c1O[C@@H](CN(C)C)[C@@H](C)CN([C@H](C)CO)C2=O	3	-8	0.5	-6
N#C[C@H]1[C@H](c2ccccc2C2=CCCCC2)[C@H](CO)N1C(=O)c1cccc(F)c1	5	x	-1.2	-21
C[C@H]1CCCCO[C@@H](CN(C)C(=O)Cc2ccccc2)[C@@H](C)CN([C@@H](C)CO)C(=O)c2cc(N(C)C)ccc2O1	-5	47	2.1	-24
Cc1ccc(S(=O)(=O)N[C@H]2CC[C@@H](CCNC(=O)C3CCC3)O[C@@H]2CO)cc1	-1	x	-4.6	-1
COc1ccc(NC(=O)N(C)C[C@@H]2OCCCC[C@@H](C)Oc3ccc(NS(C)(=O)=O)cc3C(=O)N([C@@H](C)CO)C[C@H]2C)cc1	-3	25	0.9	-12
C[C@H]1CN([C@@H](C)CO)C(=O)c2cc(NS(=O)(=O)c3ccccc3)ccc2O[C@@H]1CN(C)S(=O)(=O)c1ccccc1	-3	-4	1.0	-16
C/C=C/c1ccc([C@@H]2[C@@H](CO)N3C(=O)CN(Cc4ccccc4)C[C@@H]23)cc1	2	x	-1.8	2
Cc1ccccc1S(=O)(=O)N1CC[C@@H]2[C@H]1c1cc(-c3ccccc3)ccc1N(C)[C@H]2CO	0	98*	-0.5	-70
O=C(c1cccc(F)c1)N1CC2(C1)[C@@H](c1ccccc1)[C@@H](CO)N2C(=O)C1CCCC1	0	x	1.0	10
C[C@@H]1CN([C@@H](C)CO)C(=O)c2cc(C#C[C@@H](C)O)cnc2O[C@H]1CN(C)CC1CCCC1	3	3	-1.4	17
CCCC(=O)Nc1ccc2c(c1)C(=O)N(C)[C@@H]1CC[C@@H](CC(=O)Nc3cn(C)nc3C)O[C@@H]1CO2	2	-19	6.9	8
COc1ccc2c3c([nH]c2c1)[C@@H](CO)N(Cc1ccccc1F)CC31CN(CC2CC2)C1	23	x	2.2	-62
CCCN1C[C@@H](C)[C@@H](OC)CN(C)C(=O)c2ccc(NC(=O)c3cccc(F)c3)cc2OC[C@@H]1C	x	38	0.0	-5
COc1ccc(NC(=O)Nc2ccc3c(c2)C(=O)N([C@@H](C)CO)C[C@H](C)[C@@H](CN(C)Cc2ccc(C(=O)O)cc2)OCCCC[C@H](C)O3)cc1	-7	27	9.3	47
C[C@@H]1CN([C@H](C)CO)C(=O)Cc2cc(NS(C)(=O)=O)ccc2O[C@@H]1CN(C)Cc1ccc2c(c1)OCO2	-8	29	-0.5	16
O=C(Nc1cccc(Cl)c1)N1C[C@H]2[C@@H](c3ccccc31)[C@@H](CO)N2C(=O)C1CC1	-2	32	-0.7	-32
COc1ccc(NC(=O)Nc2ccc3c(c2)C(=O)N(C)C[C@@H](OC)[C@@H](C)CN[C@H](C)CO3)cc1	3	11	1.5	3
C[C@H]1CN([C@@H](C)CO)C(=O)c2cc(-c3ccc(C#N)cc3)cnc2O[C@@H]1CN(C)Cc1ccccn1	2	-39	0.3	8
C[C@H]1CN([C@@H](C)CO)C(=O)c2cccc(NC(=O)NC3CCCCC3)c2O[C@H]1CN(C)C	-1	x	-0.2	7
CCCC(=O)Nc1ccc2c(c1)OC[C@@H](C)N(C(=O)c1ccncc1)C[C@@H](C)[C@H](OC)CN(C)C2=O	x	-17	3.1	14
O=C(C[C@H]1C=C[C@@H](NS(=O)(=O)c2ccccc2)[C@H](CO)O1)NCc1ccncn1	-2	-12	-0.8	6
(continued)
SMILES	C diff HTS	T cruzi growth	KDM4C inh	Pf Dd2 inh
C[C@@H]1CN([C@@H](C)CO)C(=O)c2cc(-c3cccc(C#N)c3)cnc2O[C@H]1CN(C)Cc1ccc(F)cc1	-3	-60	-0.5	-18
C[C@@H](NC(=O)C[C@H]1CC[C@@H]2[C@H](COC[C@H](O)CN2C(=O)Nc2cccc(Cl)c2)O1)c1ccccc1	57&6	21	0.7	-2
C[C@H]1CN([C@@H](C)CO)C(=O)c2cc(NS(=O)(=O)c3ccc(Cl)cc3)ccc2O[C@@H]1CN(C)C(=O)Nc1ccc(C(F)(F)F)cc1	x	0	-1.8	-8
O=C([C@H]1[C@H](CO)[C@H]2Cn3c(ccc(-c4ccccc4)c3=O)[C@@H]1N2)N1CCCCC1	-13	-38	0.6	x
CCCC#Cc1ccc([C@H]2[C@H](C#N)N(S(=O)(=O)c3cccc(F)c3)[C@H]2CO)cc1	2	98*	-0.1	-35
C[C@@H]1CN([C@H](C)CO)C(=O)c2cc(NC(=O)C3CCCCC3)ccc2O[C@@H]1CN(C)C(=O)Nc1cccc2ccccc12	0	24	0.8	-2
COc1cccc(S(=O)(=O)N(C)C[C@H]2Oc3ncc(C#CCC(C)C)cc3C(=O)N([C@H](C)CO)C[C@H]2C)c1	-6	75	-1.9	4
C[C@@H]1CCCCO[C@@H](CN(C)C(=O)Nc2ccc3c(c2)OCO3)[C@@H](C)CN([C@H](C)CO)C(=O)c2cc(NS(=O)(=O)c3cccs3)ccc2O1	-2	25	0.1	22
CN1C(=O)c2cc(NC(=O)Cc3cccs3)ccc2OC[C@@H]2O[C@H](CC(=O)NCCc3ccncc3)CC[C@@H]21	-2	-60	-0.8	x
CCC(=O)N1CC2(C1)[C@H](c1ccc(-c3ccccc3C)cc1)[C@@H](CO)N2C(C)=O	-4	x	1.4	-37
CC=Cc1ccc2n(c1=O)C[C@H]1[C@H](CO)[C@@H](C(=O)Nc3ccc(-c4ccccc4)cc3)N(C(=O)CC)[C@@H]21 (mixture of isomers)	4	95	-1.0	-15
COc1ccc(S(=O)(=O)N2C[C@H](O)COC[C@@H]3O[C@@H](CC(=O)N[C@@H]4CCN(Cc5ccccc5)C4)CC[C@H]32)cc1	-2&-3	63	-3.4	x
CCC(=O)N[C@H]1CC[C@@H](CCn2cc(-c3cccc(OC)c3)nn2)O[C@@H]1CO	0	-8	0.5	13
CNC(=O)C[C@H]1CC[C@H]2[C@@H](COc3ccc(NC(=O)CC(F)(F)F)cc3C(=O)N2C)O1	8	-1	-2.2	12
CCC(=O)N1C[C@H](C)[C@@H](OC)CN(C)C(=O)c2cc(NC(=O)C3CCOCC3)ccc2OC[C@H]1C	x	x	0.2	7
CO[C@@H]1CN(C)C(=O)c2ccc(NC(=O)C3CC3)cc2OC[C@H](C)N(Cc2cncnc2)C[C@H]1C	x	-22	-0.2	x
O=C(Nc1nccs1)[C@H]1[C@H](CO)[C@H]2Cn3c(cccc3=O)[C@@H]1N2C(=O)C1CCC1	2	8	-0.8	2

Random draw from the library; any-hit rate near 7.2%.
